HEK293 tox: Cytotoxic Profiling in HEK 293 Cell Line of Diverse Libraries Using Quantitative High-Throughput Screening. HEK 293 viability, ATP luminescence (CellTiter-Glo), 48-72 h. Potency, µM (doses to about 115 µM), for the others: top-dose activity change, negative = cytotoxicity, most hits filed as inhibitors. 6.6% of 94,000 active. AID 1345083, 2018; also: potency is read from the fitted curve at half-maximal effect; nearly all actives have a fitted effect of over 60% in size
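Cytotoxicity was scored by loss of ATP-coupled luminescence (CellTiter-Glo) in HEK 293 cells. Compound treatment ran 48 or 72 hr at 37 degree Celsius, 5% CO2, 95% humidity.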
IP6K1 inh: Primary qHTS assay for small molecule inhibitors of Inositol hexaphosphate kinase 1 (IP6K1); IP6K1 kinase, ADP-Glo luminescence, 2 h; active compounds read low; 0.81% of 140,000 active; activity change, % (series mostly up to about 58 µM); in the data active = activity change below about -25%
Target sequence (Q92551 whole entry, looked up): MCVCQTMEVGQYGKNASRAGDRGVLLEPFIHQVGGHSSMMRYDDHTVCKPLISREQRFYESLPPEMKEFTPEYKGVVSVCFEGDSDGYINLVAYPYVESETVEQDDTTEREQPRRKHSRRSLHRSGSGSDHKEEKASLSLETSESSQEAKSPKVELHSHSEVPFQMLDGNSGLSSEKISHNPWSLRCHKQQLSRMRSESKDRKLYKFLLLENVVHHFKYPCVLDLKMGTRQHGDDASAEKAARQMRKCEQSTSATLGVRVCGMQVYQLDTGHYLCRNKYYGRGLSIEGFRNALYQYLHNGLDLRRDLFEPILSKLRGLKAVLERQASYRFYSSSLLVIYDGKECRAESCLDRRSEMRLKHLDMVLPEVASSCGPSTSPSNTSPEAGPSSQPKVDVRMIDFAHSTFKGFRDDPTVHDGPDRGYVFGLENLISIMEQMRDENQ
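ADP-Glo luminescence measures ADP made by human IP6K1 during a 2 h RT reaction with ATP/IP6 (mix at 1.3 mM/130 uM); top library doses 57.5 and 19.1 uM final.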
SNCA expr inhib: Primary qHTS assay for inhibitors of alpha-synuclein gene (SNCA) expression; HEK-293 SNCA-luciferase knock-in, luminescence, 24 h; Potency, µM (doses to about 57.2 µM), inactives show at the highest dose activity change, negative = inhibition, usual class: inhibitors; 0.17% of 140,000 active; AID 1671194, 2021;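 also: potency is read from the fitted curve at half-maximal effect; plate controls were DMSO cells for no effect and cell-free wells for full effect; nearly all actives have a fitted effect of over 45% in size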
3T3 cytotox: Cytotoxic Profiling in NIH 3T3 Cell Line of Diverse Libraries Using Quantitative High-Throughput Screening; NIH 3T3 viability, CellTiter-Glo ATP luminescence, 48-72 h; Potency, µM (series often up to 96.7 µM), for the others: at the top dose activity change, negative = cytotoxicity, actives largely listed as inhibitors; 4.3% of 94,000 active; AID 1345082, 2018; also: potency is read from the fitted curve at half-maximal effect; nearly all actives have a fitted effect of over 55% in size
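ATP-dependent luminescence (CellTiter-Glo) served as the viability signal for NIH 3T3 cells treated with compound for 48 or 72 hr at 37 °C.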
HEK293 viab: GF-AFC viability counterscreen for inhibitors of alpha-synuclein gene (SNCA) expression. 0.12% of 150,000 active. Potency, µM (series often up to 57.1 µM), without a hit: top-dose activity change, negative = cytotoxicity, usual class: cytotoxic. HEK-293-SNCA-luc viability, GF-AFC fluorescence, 24 h. AID 1671193, 2021;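 also: potency is read from the fitted curve at half-maximal effect; 0% = DMSO-treated cells and -100% = medium-only wells without cells; nearly all actives have a fitted effect of over 30% in size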
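HEK-293-SNCA-luc cells (1500/well) plated 24 h, then exposed 24 h to a dilution series; GF-AFC added 30 min at 37C, fluorescence 405/540 nm; normalised to medium-only and DMSO wells, Hill fit.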
Luciferase inh: Firefly luciferase inhibition profiling of diverse chemical library using quantitative high-throughput screening; Luciferin 4-monooxygenase (Photinus pyralis), P08659; Potency, µM (top dose mostly 115 µM), inactives show at the highest dose activity change, negative = inhibition, usual class: inhibitors; purified P. pyralis luciferase, luminescence, biochemical; 2.5% of 76,000 active; also: potency is read from the fitted curve at half-maximal effect; nearly all actives have a fitted effect of over 65% in size
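FLuc 10nM, D-luciferin 10uM, ATP 10uM, Mg acetate 10mM, Tris acetate pH 7.5, Tween/BSA; cpd qHTS; enzyme added last; CCD luminescence.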
GPT2 inh: Primary qHTS assay for inhibitors of Glutamate pyruvate transaminase 2 (GPT2). Alanine aminotransferase 2 (Homo sapiens), Q8TD30. Recombinant GPT2, coupled pyruvate oxidase/HRP Amplex Red fluorescence. Potency, µM (doses to about 57.7 µM), for inactives: at the top dose activity change, negative = inhibition, most hits filed as inhibitors. 0.25% of 100,000 active. AID 1671188, 2021; also: potency is read from the fitted curve at half-maximal effect; nearly all actives have a fitted effect of over 60% in size; many of its hits are not listed in these tables
Target sequence (Q8TD30 whole entry, looked up): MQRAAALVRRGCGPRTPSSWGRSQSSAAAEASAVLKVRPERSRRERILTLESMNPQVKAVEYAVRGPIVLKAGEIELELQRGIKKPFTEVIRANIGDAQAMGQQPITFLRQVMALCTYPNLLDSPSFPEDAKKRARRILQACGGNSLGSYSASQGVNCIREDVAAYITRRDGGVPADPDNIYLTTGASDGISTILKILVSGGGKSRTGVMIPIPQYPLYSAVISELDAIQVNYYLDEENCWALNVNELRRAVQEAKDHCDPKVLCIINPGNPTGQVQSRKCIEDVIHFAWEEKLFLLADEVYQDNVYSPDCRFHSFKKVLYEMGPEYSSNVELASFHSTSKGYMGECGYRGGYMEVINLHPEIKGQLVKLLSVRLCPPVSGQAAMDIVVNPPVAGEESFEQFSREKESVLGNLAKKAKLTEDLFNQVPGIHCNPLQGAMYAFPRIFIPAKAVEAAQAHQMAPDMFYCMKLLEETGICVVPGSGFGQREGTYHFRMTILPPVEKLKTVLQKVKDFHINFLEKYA
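GPT2 10ng/uL, a-KG 250uM, L-Ala 2mM, HEPES pH7.5 + 0.0001% Tween; 30 min RT. Then Amplex mix (PO/HRP/ThPP), 30 min RT dark, fluorescence. AOA 50uM used as positive control.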
* = called active by the depositor; i = inactive; ? = inconclusive; . = not tested or not shown; [ ] = another dose, or the depositor's remark. Unless noted, calls follow the shape of the dose curve; as a rule, active = well fitted curve in the direction sought with a large enough effect; inconclusive = small, poorly fitted or top-dose-only effect, or another doubt; inactive = no such curve, though single readings can be large; an effect the other way counts as inactive or inconclusive. Unless noted, % is scaled to controls: 0 for no effect and ±100 for the full control effect.

SMILES | HEK293 tox | IP6K1 inh | SNCA expr inhib | 3T3 cytotox | HEK293 viab | Luciferase inh | GPT2 inh
Cc1ccc(S(=O)(=O)N2CCC(Oc3ncccc3C(=O)N3CCOCC3)C2)cc1F (configuration not stated) | -22% | 14 | 2% | -17% | 15% | 0% | i
O=C(Nc1ccccc1F)N1CC(Oc2cccc(-c3nc(-c4ccccc4)no3)c2)C1 | ? | -2 | 56%[activator] | ? | -6% | ? | -7%
CC(=O)c1ccc(NC(=O)Cn2nc(C(F)(F)F)c3c2CCCC3)cc1 | . | 6 | 19% | . | 0% | . | .
Cc1ccccc1Cn1c2ccccc2c2cnn(CC(=O)NCCCc3ccccc3)c(=O)c21 | . | 26 | 9% | . | 0% | . | .
COc1ccc(OCC2(C)COc3ccc(C(=O)NCCN4CCOCC4)cc3N2)cc1 (configuration not stated) | ? | -3 | -9%[87.6 µM] | -10%[138 µM] | 2%[87.6 µM] | -19%[172 µM] | 0%[88.5 µM]
Cc1ncccc1C(=O)N1CCC(Oc2cnc3c(ccn3-c3cncnc3)c2)CC1 | -13%[172 µM] | -15 | -10%[87.6 µM] | 71µM* | 3%[87.6 µM] | -1%[172 µM] | 4%[88.5 µM]
CC(=O)c1cccc(NC(=O)C(CC(C)C)NS(=O)(=O)c2ccc3c(c2)CCN3C(C)=O)c1 (configuration not stated) | . | 3 | 9% | . | 20% | . | .
O=C(O)COCC(=O)N[C@H]1CCN2C(=O)c3cc(-c4ccc(F)cc4F)ccc3NC(=O)[C@H]12 | -13% | -10 | 22% | -24% | -8% | -25% | ?
CC(C)CCNC(=O)CCn1c(=O)c2cccn2c2cccnc21 | . | 6 | -28% | . | -16% | . | .
Cc1ccc(NS(=O)(=O)c2ccc(-c3cnc(C4CC4)o3)cc2)cc1N(C)C | . | 14 | ? | . | -11% | . | .
O=C(NC1CCCCCC1)c1ccc(CS(=O)c2ccc(Br)cc2)o1 (configuration not stated) | . | -13 | -29% | . | 12% | . | .
CCOc1ccc(NC(=O)Cn2nc3n(c2=O)CCN(Cc2ccccc2C)C3=O)cc1 | -11% | -7 | 13% | -25% | 9% | -14% | i
COc1ccc(CN2CCC3(CC2)CC(O)CCO3)c(OC)c1 (configuration not stated) | ? | -2 | -12% | ? | 6% | -15% | i
CCCN(CCC)C(=O)Cn1c(SCc2cccc(F)c2)nc2cccnc21 | . | 7 | 18% | . | -18% | . | .
CCO[C@H]1CN(C(=O)CCc2nc3c(C)c(C)ccc3[nH]2)C[C@@H]1O | -3% | 0 | -9% | 1% | -2% | -2% | -2%[11.5 µM]
CN(C)c1cc(N2C[C@@H](CN3CCOCC3)C[C@H](CO)C2)ncn1 | -1% | 5 | -12% | -3% | 1% | 4% | ?
CN1CCC(N2CC[C@@H]3[C@H]2C(=O)NC[C@H](CCC(=O)N2CCOCC2)N3C)CC1 | i | 7 | 3%[87.6 µM] | i | -1%[87.6 µM] | 3%[172 µM] | -30%[88.5 µM]
COCCN1C(=O)CS(=O)(=O)C12CCN(C(=O)c1ccc(F)c(F)c1)CC2 | -6% | -6 | 8% | -17% | -9% | -4% | -16%
COCCNC(=O)c1ccc2c(c1)N(C)C(CC(=O)NCC(C)C)CO2 (configuration not stated) | -7% | 16 | -4% | -2% | 3% | 10% | 2%
COc1ccccc1-c1nc2nccc(-c3cccnc3)n2n1 | 0% | -11 | 8% | -20% | 3% | ? | 3%
Cc1cccc(CSc2nc3ccncc3n2CC(=O)N(C)C2CCCCC2)c1 | . | 14 | 9% | . | 3% | . | .
COc1ccc(-n2cnc3cccnc32)cc1OC | i | 0 | -2%[87.6 µM] | -12%[138 µM] | -5%[87.6 µM] | -8%[172 µM] | i
COc1ccc(OC)c(NS(=O)(=O)c2ccc(-c3cc(C)no3)s2)c1 | . | 6 | 1% | . | -15% | . | .
CNC(=O)c1cc(C)nc2onc(C3CCCN(C(=O)c4ccc(Cl)cc4)C3)c12 (configuration not stated) | ? | -2 | . | -23% | . | . | .
O=C([C@@H]1C[C@H](Oc2ccccc2)CN1C(=O)c1n[nH]c2ccccc12)N1CCOCC1 | i | -3 | 24% | -24% | ? | -6% | -3%
CC(C)(C)C(=O)N1CCC(C(=O)N2CCCC(c3nc4ncccc4[nH]3)C2)CC1 (configuration not stated) | ? | 13 | 0% | -15% | -1% | . | i
CCC(=O)Oc1ccc(/C=C(\C#N)c2nc3ccccc3[nH]2)cc1OC | . | 19 | 135%[activator] | . | -19% | . | .
O=C(O)C1CCc2nnc(C3CCN(C(=O)c4ccc(F)cc4)CC3)n21 (configuration not stated) | i | 7 | ? | 4% | -6% | . | -10%
Cc1ccc2c(CC(=O)Nc3cccc(C(F)(F)F)c3)coc2c1 | . | -4 | -28% | . | -8% | . | .
COc1ccc(-c2nn(-c3ccccc3C)cc2CN(C)CCN2CCOCC2)cc1F | ? | 11 | 1% | -35% | -13% | 4% | -10%
CC(=O)N1CCC2(CC1)OC(=O)C(C)=C2C(=O)Nc1ccccc1C(F)(F)F | . | -5 | 24% | . | -12% | . | .
Cc1cnc(NC(=O)C2=C(O)c3ccccc3S(=O)(=O)N2C)s1 | . | 6 | -21% | . | 1% | . | -24%
COc1cc(NC(=O)CC2C(=O)NCCN2C(C)C)ccc1NC(=O)C(C)(C)C (configuration not stated) | -19% | -15 | -13% | -8% | 1% | 6% | i[11.5 µM]
Cc1c(Cl)cccc1NC(=O)N1CCCC1c1nncn1-c1ccccc1 (configuration not stated) | -4% | -7 | -17% | i | 4% | -7% | 3%
O=C(CCN1CCCCO1)N1CCCC(CCc2ccc(F)c(F)c2)C1 (configuration not stated) | ? | 14 | -6% | -18% | 0% | -15% | ?
Cc1cccc(Cn2c(CNS(=O)(=O)c3ccc(Cl)s3)nc3cccnc32)c1 | . | 1 | -3% | . | -1% | . | .
COc1ccc(C)cc1NC(=O)NCc1cccn1Cc1ccccc1 | . | 15 | -8% | . | 15% | . | .
O=C(Nc1ccc2oc(-c3cccnc3)nc2c1)c1ccc(Br)cc1 | . | -5 | 34%[activator] | . | -6% | . | .
COc1cc(NC(=O)c2cc3c(N4CCSCC4)nc(C)cn3n2)c(OC)cc1Cl | -4% | 5 | -17% | i | 4% | -8% | ?
COc1ccc(-c2cc3c(nc2OC)nc(CC2CC2)n3C)cc1OC | ? | 9 | 86%[activator][87.6 µM] | ? | -18%[87.6 µM] | ? | -14%[88.5 µM]
Cc1ccc(CN2CCN(C(=O)C3CCCN(C(=O)c4ccccc4)CCC(=O)NCC3)CC2)cc1 (configuration not stated) | i | -8 | -10% | -11% | 6% | 5% | i
COCCCNC(=O)N1C[C@@H]2CCCN3CCC[C@@H]([C@H]23)[C@H]1CCCC(=O)Nc1ccccc1 | -5% | -6 | -9% | -7% | -1% | -7% | i
CC1=C[C@@H](CNC(=O)COc2ccccc2)[C@H](C(C)C)C[C@H]1CC(=O)Nc1ccccn1 | ? | -5 | -21% | ? | -3% | -2% | 3%
Cc1ccc(-n2c(Cc3ccccc3)nnc2SCc2nc(-c3cccs3)no2)cc1 | . | -7 | ? | . | -14% | . | .
COc1ccc(CCC(=O)N[C@@H](Cc2ccccc2)C(=O)N2CCCOCCNC(=O)CC2)cc1 | -13% | -10 | -16% | -15% | 4% | -2% | -5%
NC1CCc2nn(CC(=O)NCCc3nc4ccccc4[nH]3)c(=O)n2CC1 (configuration not stated) | 1% | 7 | -3% | -1% | 6% | 2% | i
C=CCNC(=O)N1CCC(O)(c2csc(CN3CCc4ccccc4C3)n2)CC1 | ? | 12 | 23%[87.6 µM] | -23%[174 µM] | -2%[87.6 µM] | 3%[172 µM] | -5%[88.5 µM]
OCC(Cc1ccccc1)Nc1nc(Oc2ccc3c(c2)CCC3)nc2c1ncn2Cc1ccc(-c2ccccc2)cc1 (configuration not stated) | . | 10 | . | . | ? | . | -2%
Clc1ccccc1C1(c2ccnc(NC3CC3)n2)CCNCC1 | ? | 7 | -2% | ? | -12% | -5% | i
CCCN1CCN(c2ncnc3sc(C(=O)Nc4ccc(C(C)C)cc4)c(C)c23)CC1 | . | 2 | 25% | . | -3% | . | .
O=C(C[C@@H]1CCNC[C@@H]1Cc1cc(COc2ccccc2)on1)NC1CCCCC1 | 100µM* | -1 | 4%[87.6 µM] | 63µM* | 2%[87.6 µM] | 1%[172 µM] | i
CCC1CCCCN1CCCNC(=O)CN1C(=O)c2cccnc2Oc2ccc(Cl)cc21 (configuration not stated) | . | -1 | -11% | . | -3% | . | .
CC(=O)N1CCN(C(=O)C2CCc3nnc(CNC(=O)NC(C)(C)C)n32)CC1 (configuration not stated) | -3%[172 µM] | 10 | ? | -10%[138 µM] | 10%[12.5 µM] | . | i
COc1ccc(C)cc1NC1(c2ccccc2)C(=O)c2ccccc2C1=O | . | 18 | -2% | . | 11% | . | .
O=C(Nc1ccccc1C(=O)N1CCCCC1)c1nsc2ccccc12 | . | -3 | 2% | . | -24% | . | .
CCC1(O)CCC12CCN(C(=O)CC(C)C)CC2 (configuration not stated) | -8% | -11 | -10% | -5% | -13% | -1% | i
COc1ccc(Cn2c(C3CCN(C(=O)c4ccc(C)cc4)CC3)n[nH]c2=O)cc1 | -3% | -18 | 1% | -19% | -4% | -3% | 0%
COc1ccc(-c2cc(C(=O)N3CCC(Cc4ccccc4)CC3)c3cnn(C)c3n2)cc1 | ? | -15 | . | ? | . | . | .
O=C(Cc1ccc(F)cc1)N1CCC2(CC1)COc1ccccc1[S+](=O)([O-])N2 | -25% | 4 | 7% | -20% | -8% | . | -1%
CCn1cc(S(=O)(=O)N2CC(N(C3CCOCC3)S(C)(=O)=O)C2)cn1 | -2% | 0 | -7% | -5% | 8% | -1% | i

An excerpt of these results, as tab-separated lines:
SMILES	HEK293 tox	IP6K1 inh	SNCA expr inhib	3T3 cytotox	HEK293 viab	Luciferase inh	GPT2 inh
CCOc1ccc(NC(=O)Cn2nc3n(c2=O)CCN(Cc2ccccc2C)C3=O)cc1	-11%	-7	13%	-25%	9%	-14%	i
COc1ccc(CN2CCC3(CC2)CC(O)CCO3)c(OC)c1 (configuration not stated)	?	-2	-12%	?	6%	-15%	i
CCCN(CCC)C(=O)Cn1c(SCc2cccc(F)c2)nc2cccnc21	.	7	18%	.	-18%	.	.
CCO[C@H]1CN(C(=O)CCc2nc3c(C)c(C)ccc3[nH]2)C[C@@H]1O	-3%	0	-9%	1%	-2%	-2%	-2%[11.5 µM]
